HEK293 tox: qHTS of GLP-1 Receptor Inverse Agonists: Cytotox Screen; HEK293 cAMP-luciferase reporter cells, luminescence, 24 h; Potency, µM (series often up to 38.3 µM), for the others: at the highest dose activity change, negative = inhibition, most hits filed as inhibitors; 410,000 compounds, 0.13% hits; AID 624418, 2012;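 further: loss of luciferase light is scored as toxicity; potency means the concentration at half of the fitted maximal effect; on the % scale 0 is the no-effect control and ±100 the full control effect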
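Luminescence readout: signal drop marks cytotoxicity. Plated cells grew 12 h at 37 °C, 5% CO2, received 23 nL compound for 24 h, then got luciferase reagent, read after 12 min at RT.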
GLP-1R inv ag: qHTS of GLP-1 Receptor Inverse Agonists (Inhibition Mode); 410,000 compounds, 1.6% hits; AID 624417, 2012; Glucagon-like peptide 1 receptor (Homo sapiens), P43220; Potency, µM (highest dose often 38.3 µM), for the others: top-dose activity change, negative = inhibition, actives largely listed as inhibitors; HEK293 GLP-1R CRE-luciferase, luminescence, 24 h; GLP-1R form is constitutively active; further: potency means the concentration at half of the fitted maximal effect; on the % scale 0 is the no-effect control and ±100 the full control effect; nearly all actives have a fitted effect of over 55% in size
Target sequence (P43220 whole entry, looked up): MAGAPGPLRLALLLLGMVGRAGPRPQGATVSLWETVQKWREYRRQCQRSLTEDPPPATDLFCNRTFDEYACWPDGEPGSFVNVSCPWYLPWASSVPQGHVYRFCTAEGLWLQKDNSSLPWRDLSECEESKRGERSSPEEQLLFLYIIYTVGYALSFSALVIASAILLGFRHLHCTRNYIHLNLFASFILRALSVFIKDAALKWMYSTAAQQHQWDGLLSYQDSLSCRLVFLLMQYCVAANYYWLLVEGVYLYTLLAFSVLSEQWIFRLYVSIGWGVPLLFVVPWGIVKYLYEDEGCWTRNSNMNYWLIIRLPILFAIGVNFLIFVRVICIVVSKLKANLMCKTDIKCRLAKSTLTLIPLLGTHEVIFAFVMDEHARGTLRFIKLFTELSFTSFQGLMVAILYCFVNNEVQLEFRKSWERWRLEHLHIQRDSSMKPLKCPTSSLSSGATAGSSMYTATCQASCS
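Inverse agonism was detected as reduced cAMP-driven luciferase luminescence after 24 h compound treatment. The cells were HEK293 clones expressing constitutively active human GLP-1R with the reporter. Reporter-only and GPR119 cell lines served as counterscreen controls.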
DRD3 agonist: qHTS of D3 Dopamine Receptor Agonist: qHTS; D(3) dopamine receptor (Homo sapiens), P35462; D3R DiscoveRx beta-arrestin cells, luminescence, 90 min; max activation, %; 410,000 compounds, 0.58% hits; AID 652048, 2013; in the data active means max activation above about 30%; further: 0% is about no effect; mostly tested at two doses, the higher about 12 µM
Target sequence (P35462 whole entry, looked up): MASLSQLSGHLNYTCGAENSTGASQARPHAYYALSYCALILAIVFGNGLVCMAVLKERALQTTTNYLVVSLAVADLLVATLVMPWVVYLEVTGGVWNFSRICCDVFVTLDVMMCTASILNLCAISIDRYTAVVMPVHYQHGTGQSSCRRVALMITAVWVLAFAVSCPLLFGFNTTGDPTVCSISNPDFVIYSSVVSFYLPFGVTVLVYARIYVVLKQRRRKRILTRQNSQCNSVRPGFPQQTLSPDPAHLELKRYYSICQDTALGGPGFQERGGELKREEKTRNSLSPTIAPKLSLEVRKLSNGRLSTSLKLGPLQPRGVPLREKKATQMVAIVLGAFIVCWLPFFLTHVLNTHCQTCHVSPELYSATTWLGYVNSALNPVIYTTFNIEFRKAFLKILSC
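Agonist mode: compounds and dopamine controls were applied to plated cells for 90 min at 37 degrees C after an overnight attachment at 1500 cells/well. Luminescent read-out followed 30 - 60 minutes at room temperature with DiscoveRx detection reagent.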
* = called active by the depositor; ? = inconclusive; [ ] = another dose, or the depositor's remark. Unless noted, the call rests on the fitted dose curve; in most records, active means well fitted curve in the direction sought with a large enough effect; inconclusive means small, poorly fitted or top-dose-only effect, or another doubt; inactive means no such curve, though single readings can be large; an effect the other way counts as inactive or inconclusive. This is a subset; rates above refer to the full screens.

SMILES | HEK293 tox | GLP-1R inv ag | DRD3 agonist
CCC(Sc1nncn2c1cc1sccc12)C(=O)Nc1cccc(OC)c1 (configuration not stated) | -1% | -17% | 7
CCOc1ccccc1Nc1ccc2cc(S(=O)(=O)N3CCCCC3)ccc2n1 | -2% | ? | -7
CCOc1ccc(Nc2c(S(=O)(=O)c3ccccc3)cnc3ccc(CC)cc23)cc1 | -13% | ? | -17
CCn1cc(S(=O)(=O)c2ccccc2)c(=O)c2cc(F)c(N3CCCCCC3)cc21 | -1% | 1% | 3
COc1cccc(-n2c(SCC(=O)Nc3cccc(Cl)c3)nc3c(oc4ccccc43)c2=O)c1 | -9% | -27% | 5
Cc1ccc2c(C)c(C(=O)N3CCC(c4nc5ccccc5s4)CC3)oc2c1C | -5% | -14% | 6
COc1ccc(-n2nc(C(=O)NCCCOC(C)C)c3c4ccccc4n(C)c3c2=O)cc1 | 6% | 0% | 6
CN(C)C(=O)c1ccc(S(=O)(=O)NCc2ccccc2Cl)s1 | 5% | -7% | -11
CC(=O)c1ccc(NC(=O)Cn2cc(S(=O)(=O)Cc3ccccc3Cl)c3ccccc32)cc1 | -13% | 0% | -14
CCOc1ccc(CCNC(=O)C2CCCN(c3nnc(C)c4c(C)n(-c5ccccc5)nc34)C2)cc1 (configuration not stated) | -21% | 12% | 7
CCOC(=O)c1[nH]c(C)c(CCC(=O)NCc2ccccc2C)c1C | 3% | -11% | -13
CCc1ccc(CNC(=O)CN2C(=O)c3cccnc3Oc3ccc(C)cc32)cc1 | -5% | -21% | 11
O=C(Cn1c(=O)nc(-c2ccccc2)c2cc(Cl)ccc21)N1CCN(c2ccccc2F)CC1 | 7% | 8% | 3
CCOC(=O)c1c(NC(=O)c2cc(CC)on2)sc(C)c1C | -5% | 32% | 3
COc1ccccc1Cc1nc2ccccc2nc1SCC(=O)N1CCCc2ccccc21 | 2% | 4% | -10
Cc1ccc(NC(=O)CN2C(=O)CC(c3ccc(F)cc3)=Nc3ccccc32)cc1F | 1% | 3% | -9
CC(C)(C)OC(=O)N1CCC(c2c(C(=O)N3CCc4ccccc4C3)cnn2-c2ccc(Cl)cc2)CC1 | 8% | ? | -3
Cc1ccc(Cl)cc1N1CCN(C(=O)c2ccc3c(c2)N(Cc2ccc(F)cc2)CCS3)CC1 | 0% | ? | -4
CC1CN(C(=O)N2CCC(C(=O)NCc3cccs3)CC2)c2ccccc2O1 (configuration not stated) | -4% | -12% | 3
COc1cccc(-c2nc(CS(=O)(=O)CC(=O)NCc3ccc(C)cc3)c(C)o2)c1 | -8% | ? | -8
Cc1ccc(S(=O)(=O)N2CCN(Cc3nc4ccc(C)cc4o3)CC2)c(C)c1 | 15% | ? | -14
NC(=O)C1(N2CCCCC2)CCN(C(=O)Nc2ccc(C(F)(F)F)cc2)CC1 | -8% | -5% | -12
CC(C)(C)c1ccc(-c2nc(SCCOc3ccc(Cl)cc3)n3[nH]c(=O)cc3n2)cc1 | -20% | 4% | 9
CCOC(=O)c1cccc(NC(=O)C2CCCN(c3nnc(C)c4c(C)n(-c5ccccc5)nc34)C2)c1 (configuration not stated) | 2% | 14% | 21
O=C(NCC1CCN(Cc2cccc(F)c2)CC1)c1cc2ccc3cccnc3c2[nH]1 | -8% | ? | -20

Part of the list above, reformatted.
mol	HEK293 tox	GLP-1R inv ag	DRD3 agonist
CC(C)(C)OC(=O)N1CCC(c2c(C(=O)N3CCc4ccccc4C3)cnn2-c2ccc(Cl)cc2)CC1	8%	?	-3
Cc1ccc(Cl)cc1N1CCN(C(=O)c2ccc3c(c2)N(Cc2ccc(F)cc2)CCS3)CC1	0%	?	-4
CC1CN(C(=O)N2CCC(C(=O)NCc3cccs3)CC2)c2ccccc2O1 (configuration not stated)	-4%	-12%	3
COc1cccc(-c2nc(CS(=O)(=O)CC(=O)NCc3ccc(C)cc3)c(C)o2)c1	-8%	?	-8
Cc1ccc(S(=O)(=O)N2CCN(Cc3nc4ccc(C)cc4o3)CC2)c(C)c1	15%	?	-14
NC(=O)C1(N2CCCCC2)CCN(C(=O)Nc2ccc(C(F)(F)F)cc2)CC1	-8%	-5%	-12

Back to the main list with the 2 entries that preceded the break.
SMILES | HEK293 tox | GLP-1R inv ag | DRD3 agonist
CCOC(=O)c1cccc(NC(=O)C2CCCN(c3nnc(C)c4c(C)n(-c5ccccc5)nc34)C2)c1 (configuration not stated) | 2% | 14% | 21
O=C(NCC1CCN(Cc2cccc(F)c2)CC1)c1cc2ccc3cccnc3c2[nH]1 | -8% | ? | -20
COc1ccc(-c2csc(-c3nc(-c4ccc(Br)s4)cs3)n2)cc1F | 4% | -6% | -2
Cc1ccc(Cn2c(SCc3ccc(C(=O)N4CCCCCC4)cc3)nc3ccncc32)cc1 | -1% | ? | -12
Cc1ccccc1NC(=O)c1c(NC(=O)C(C)Oc2cccc(Cl)c2)sc2c1CCCC2 (configuration not stated) | -1% | 21% | 7
Cc1cc2c(cc1S(=O)(=O)Nc1cccc(C(F)(F)F)c1)OCCN2C | 1% | -25% | 6
CC1=C(c2ccc(F)cc2)S(=O)(=O)NC1=NCc1ccccc1F | -4% | ? | -11
Cc1ccc(-n2nnnc2CNC(=O)c2ccccc2)cc1C | -4% | -1% | 2
COc1ccc(-c2nc(CSc3nnc(C)n4c3cc3occc34)c(C)o2)cc1OC | -2% | 41%[activator] | 4
CCCNC(=O)CSc1c2c(nc3ccc(Cl)cc13)CCCC2 | -11% | -14% | -8
CC(C)CC(=O)n1nc(-c2cccnc2)nc1NCc1ccc(F)cc1 | 16% | -1% | 4
COc1cccc(-n2cc(C(=O)Nc3cccc(C(F)(F)F)c3)c3ccccc3c2=O)c1 | -4% | -8% | -3
CCOc1ccc(CCNC(=O)CCCn2c(=O)c3cccn3c3ccccc32)cc1 | 1% | 3% | 10
COc1ccc2c(c1)c(=O)c(S(=O)(=O)c1ccc(Cl)cc1)cn2C | 16% | 9% | -3
CCOc1ccc(N2CC(c3nc4ccccc4n3CCOc3ccc(CC)cc3)CC2=O)cc1 (configuration not stated) | 6% | 17% | 7
COc1cc(CN(C(=O)COc2ccc(C)c(C)c2)c2ccccn2)cc(OC)c1OC | 4% | -19% | 2
Cc1cccc(-c2nc3c4ccccc4nc(NCc4ccc(Cl)cc4)n3n2)c1 | 12% | 1% | -17
Cc1ccccc1CNCCCSc1nnnn1-c1ccccc1 | -21% | ? | -25
Cc1sc(-c2cc3ccccc3oc2=O)nc1-c1ccc(Cl)cc1 | -6% | 2% | 3
COCCCNC(=O)Nc1cc(C(=O)NCc2ccc(OC)cc2)ccc1N1CCCC1 | -2% | 13% | -4
Cc1cc2c(n1-c1ccc(C(=O)NCCc3ccccc3)cc1)CCC(C)C2 (configuration not stated) | -1% | 18% | -11
CN(C)S(=O)(=O)c1ccc(C(=O)NCCSc2c(-c3ccc(Cl)cc3)[nH]c3ccccc23)cc1 | 2% | 10% | 17
CCOCCCN(C(=O)Nc1ccc(Cl)cc1)C1CCN(C(C)=O)CC1 | 10% | 1% | 7
COc1cc(NC(=O)CSc2nc3nc(C)c(Cc4ccc(C)cc4)c(C)n3n2)cc(OC)c1 | -9% | -11% | -6
CN(C(=O)C(=O)Nc1ccc2nc3n(c(=O)c2c1)CCCCC3)c1cccc(C(F)(F)F)c1 | -7% | -14% | 2
CCc1ccc(S(=O)(=O)NCc2nc3cccnc3n2Cc2cccc(OC)c2)cc1 | 6% | 0% | 2
O=C(c1cnc(N2CCOCC2)c2ccccc12)N1CCN(c2ccccc2F)CC1 | 23% | -10% | 7

(further entries)
SMILES | HEK293 tox | GLP-1R inv ag | DRD3 agonist
COc1cccc(Cn2c(=O)cc(C)c3c(C)nn(C)c32)c1 | -1% | -21% | 14
COc1ccc(OC)c(NC(=O)CCCOc2cc(=O)n(C)c3ccccc23)c1 | 2% | 11% | 1
COc1ccc2c(c1)CC(NC(=O)Nc1cc(Cl)ccc1OC)CO2 (configuration not stated) | 4% | ? | -28
Cc1c(C(=O)Nc2ccc(-n3c(C)nc4ccccc4c3=O)cc2)cccc1[N+](=O)[O-] | -4% | 3% | 8
Brc1cccc(CNCCSc2nnnn2-c2ccccc2)c1 | 0% | -11% | -22
Cc1ccc(NC(=O)C2CCCN2S(=O)(=O)c2cccc3nsnc23)cc1Cl (configuration not stated) | -14% | ? | 13
Cc1cc2oc(C(=O)N(Cc3ccc(Cl)cc3)Cc3ccco3)c(C)c2cc1Cl | 2% | 6% | -10
CCc1ccc(C2C(C(=O)Nc3ccccc3C)=C(C)Nc3nc(SCc4cccc(OC)c4)nn32)cc1 (configuration not stated) | 0% | 1% | -15
CCOc1ccc(N(C(=O)c2ccc(C)cc2)S(=O)(=O)c2ccc3c(c2)n(C)c(=O)n3C)cc1 | 13% | 6% | -12
CN1CCN(c2ccc(-c3nc(-c4ccccc4)no3)cc2[N+](=O)[O-])CC1 | 2% | ? | -17
Cc1noc(Cn2c(=O)c3cc4c(cc3n(CC(=O)Nc3ccccc3Br)c2=O)OCO4)n1 | 1% | 3% | -13
Cc1ccccc1NC(=O)CSC1=Nc2ccccc2C2=NC(Cc3ccccc3)C(=O)N12 (configuration not stated) | 0% | -2% | -5
COc1ccc(NC(=O)C(C)n2nnc3sc(-c4ccccc4)cc3c2=O)cc1Cl (configuration not stated) | -13% | 7% | 4
O=C(Nc1ccc(F)cc1)c1ncn(-c2ccccc2)n1 | 0% | -18% | -13
COc1ccc(CNC(=O)Cn2c(=O)c3cccn3c3cccnc32)cc1 | -12% | -9% | 3
CCc1ccccc1N(C)C(=O)c1ccc2c(=O)n3c(nc2c1)CCCCC3 | 4% | 11% | 5
COc1ccc(-c2ccc(NS(=O)(=O)c3ccc(NC(C)=O)cc3)cc2)nn1 | -2% | 8% | 4
COc1ccc(SCc2cc(=O)c3cc(Cl)ccc3[nH]2)cc1 | -2% | -28% | 6
COc1ccc(C)cc1NC(=O)N1CCC(CN2CCOCC2)CC1 | 0% | 11% | 9
COc1ccccc1C(=O)Nc1cc2c(cc1N1CCCC1)n(C)c(=O)c(=O)n2C | 29% | 5% | 7
COc1ccc(Cn2c(CCC(=O)Nc3ccc(C)cc3C)nc3cccnc32)cc1 | 7% | -1% | 3
CCCCOC(=O)c1ccc(NC(=O)c2ccc3c(c2)CCN3S(=O)(=O)c2ccccc2)cc1 | -18% | ? | -9
COc1ccc(OC)c(NC(=O)Nc2c(C)n(C)n(-c3ccccc3)c2=O)c1 | 10% | 0% | 2
Cc1cc2c(cc1NS(=O)(=O)c1cccc(C#N)c1)n(C)c(=O)c(=O)n2C | 0% | 17% | 0
CCN(C(=O)Cn1c(=O)oc2cc(S(=O)(=O)N3CCCCC3)ccc21)c1ccccc1 | -4% | 15% | 1

Other entries
SMILES | HEK293 tox | GLP-1R inv ag | DRD3 agonist
COc1ccc(Cl)cc1CNCCSc1nnnn1-c1ccccc1 | 0% | -24% | -26
Cc1ccc2c(Sc3ccc(Cl)cc3)c(C(=O)NCCC(C)C)[nH]c2c1 | 2% | -6% | 2
O=C(NC1CC(=O)N(c2ccc(Cl)cc2)C1)C(=O)c1c[nH]c2ccccc12 (configuration not stated) | 11% | -9% | -2
CCN1CCN(C(c2ccc(F)cc2)c2c(O)cc(C)n(CCOC)c2=O)CC1 (configuration not stated) | 1% | -8% | 6
COCCN1C(=O)c2[nH]nc(-c3c(C)cc(C)cc3O)c2C1c1cccc(O)c1 (configuration not stated) | -10% | 1% | -6
Cc1ccc(CN2CCCn3nc(C(=O)NCCc4ccccc4C)cc3C2=O)cc1 | 4% | -5% | -2
CCOc1ccc(CNC(=O)C2CCCN(S(=O)(=O)c3ccc4c(ccn4C)c3)C2)cc1 (configuration not stated) | -6% | ? | 6
CCCCNC(=O)c1cnc2sc(N3CCCCCC3)nn2c1=O | 3% | 9% | -7
CC(C)CCn1c(=O)c2cccnc2n(CC(=O)Nc2ccccc2)c1=O | -3% | 0% | -2
CCc1ccc(N(CC)C(=O)Cn2c(=O)oc3ccccc32)cc1 | 11% | -3% | -7
COc1ccc(-c2cc(C(F)(F)F)n3nc(C(=O)Nc4sc5c(c4C#N)CCC(C)C5)cc3n2)cc1OC (configuration not stated) | 7% | 6% | -1
COC(=O)c1sccc1S(=O)(=O)N(CC(=O)NCc1ccc(C)cc1)c1ccc(C)cc1 | -6% | -17% | 0
CCOc1ccc(NC(=O)C(NS(=O)(=O)c2ccc3c(c2)CCN3C(C)=O)C(C)C)cc1 (configuration not stated) | 9% | 1% | 2
CCc1ccc(NC(=O)c2cc3sc(Cl)cc3n2C)cc1 | -10% | ? | -17

Exported with values under each structure: entries from further up
Order of values – HEK293 tox | GLP-1R inv ag | DRD3 agonist
> COc1ccc(-c2nc(CSc3nnc(C)n4c3cc3occc34)c(C)o2)cc1OC
 : -2% | 41%[activator] | 4
> CCCNC(=O)CSc1c2c(nc3ccc(Cl)cc13)CCCC2
 : -11% | -14% | -8
> CC(C)CC(=O)n1nc(-c2cccnc2)nc1NCc1ccc(F)cc1
 : 16% | -1% | 4
